# Screens from PubChem.
# APJ agonist – activates the human apelin receptor APJ; activation, % at 20 µM; actives 0.11% (n = 330,000); P35414; AID 2520; CHO-K1 APJ PathHunter beta-arrestin, luminescence; 0% DMSO wells, 100% apelin;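 active = activation more than six SD over the plate average, tested at 20 µM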;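 note: 0% = DMSO alone and 100% = apelin-13 at 10 nM; some results filed as inactive read as strong as hits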
# Target sequence (P35414 whole entry, looked up): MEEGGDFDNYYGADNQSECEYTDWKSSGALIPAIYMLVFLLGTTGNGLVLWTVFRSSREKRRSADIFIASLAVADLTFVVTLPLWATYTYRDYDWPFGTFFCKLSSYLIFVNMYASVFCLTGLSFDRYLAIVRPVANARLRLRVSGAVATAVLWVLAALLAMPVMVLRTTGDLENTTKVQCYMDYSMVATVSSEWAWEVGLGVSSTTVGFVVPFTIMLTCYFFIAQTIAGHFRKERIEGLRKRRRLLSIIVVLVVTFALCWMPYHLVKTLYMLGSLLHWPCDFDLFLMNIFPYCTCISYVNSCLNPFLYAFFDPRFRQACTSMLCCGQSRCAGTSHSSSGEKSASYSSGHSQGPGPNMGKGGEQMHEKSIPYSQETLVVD
#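 Test system: CHO-K1 APJ beta-arrestin complementation cell line | Compound: Single test compound dose, 20 µM final, 1% DMSO | Incubation: Compound 90 min 25 °C, reagent 1 h | Measured by: beta-gal luminescence | Read-out basis: APJ–arrestin association signal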
# TIM10 inh – inhibits growth of TIM10 yeast strain | inhibition, % at 10 µM | actives 1.4% (n = 330,000) | S. cerevisiae TIM10 strain growth, BacTiter-Glo luminescence, 24 h;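 active = inhibition of 40% or more at the single tested concentration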;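 note: wild-type TIM10 isogenic control strain grown at permissive 25 °C; 0% = DMSO yeast wells and 100% = minimal medium wells without yeast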
# NLRP3 yeast inh – NALP3 inhibition in yeast. Yeast reconstituted NLRP3/ASC/caspase-1, beta-gal luminescence, 24 h. inhibition, % at 10 µM. actives 0.39% (n = 330,000). AID 2825;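 active = inhibition of 50% or more; inactive = inhibition below 50%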;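 note: plate controls were induced DMSO wells for no effect and uninduced yeast grown without galactose for full effect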
# tim10-1 inh – inhibits growth of tim10-1 mutant yeast. actives 2.2% (n = 330,000). inhibition, % at 20 µM. S. cerevisiae tim10-1 ts strain growth, BacTiter-Glo, 24 h;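 active = inhibition of at least 40%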;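 note: mutant grown at 25 °C; 0% = DMSO wells with yeast and 100% = wells holding no yeast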
# NR3A LBD binder – NR3A (human) ligand-binding domain modulation; Tm shift relative to glycine control, % at 25 µM; NR3A LBD differential scanning fluorimetry, Tm shift; 0% = protein alone, 100% = glycine-bound protein; actives 2.5% (n = 340,000);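 active = melting temperature shift of at least 10% of the positive control shift, at one fixed dose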
# tim23-1 inh – tim23-1 yeast growth inhibition. AID 463212. inhibition, % at 20 µM. actives 1.3% (n = 330,000). S. cerevisiae tim23-1 growth, BacTiter-Glo luminescence, 24 h;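 active = growth inhibition of the mutant yeast at or above 50%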;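 note: temperature-sensitive mutant grown at 25 °C; plate controls were DMSO-treated mutant yeast for no effect and medium wells lacking yeast for full effect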
# UPR CHOP act – activators of apoptotic arm of unfolded protein response (CHOP); AID 449763; actives 0.34% (n = 330,000); activation, % at 10 µM; CHO-CHOP luciferase reporter, UPR activation, luminescence; percent of tunicamycin response over DMSO baseline;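 active = at 10 µM dose, activation of 40% or more, normalized to positive control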;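 note: 100% = tunicamycin at 10 µg/mL and 0% = DMSO alone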
#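 Dosing – one dose, 10 µM in 0.5% DMSO · System – CHO-CHOP cells, stable luciferase reporter of PERK-eIF2a-CHOP signalling · Input – 500 cells/well · Control set – tunicamycin 10 µg/mL final as positive, DMSO-only wells as negative · Timing – 6 h compound treatment, 37 °C · Measure – % activation vs tunicamycin · Technique – luminescence read with Steady-Glo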
# UPR XBP1 act – activators of adaptive arm of unfolded protein response (XBP1). CHO-XBP1 luciferase reporter, IRE1-XBP1 UPR activation, luminescence; percent of tunicamycin response, DMSO as zero. activation, % at 20 µM. actives 0.33% (n = 330,000). AID 463104;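 active = versus positive control, 20 µM dose yields 30% or more activation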;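 note: 100% = tunicamycin at 10 µg/mL and 0% = DMSO only wells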
#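 Signal: luciferase luminescence; Assay system: CHO-XBP1 luciferase reporter cells; Amount: one thousand reporter cells per well; Dosing: 20 µM single concentration, DMSO 1%; Benchmarks: high control tunicamycin 10 µg/mL final, low control DMSO vehicle only; Schedule: 6 h compound exposure at 37 °C, 5% CO2; Evaluation: percent activation relative to tunicamycin reference.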
# Mdm2-MdmX inh – disrupts the human Mdm2-MdmX interaction; O15151+Q00987; SaOS-2 split-luciferase Mdm2/MdmX complementation, luminescence; inhibition, % at 8 µM; actives 3% (n = 330,000); AID 485346;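 active = inhibition of at least 50% at 8 µM in the primary screen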
# * hit, by the source's call; / = not tested or not shown.
compound	NR3A LBD binder	APJ agonist	UPR CHOP act	Mdm2-MdmX inh	TIM10 inh	UPR XBP1 act	tim23-1 inh	tim10-1 inh	NLRP3 yeast inh
CC1=CCC(C(C)(C)NC(=O)c2ccccc2)C/C1=N\O (stereo not drawn)	-0.2	-3.1	-0.2	-0.5	1.3	-0.4	12.0	13.9	0.6
CC(=O)N(C)C1(c2nnnn2CCOC(=O)Nc2ccc(Cl)cc2)CCCCC1	0.9	0.0	-3.3	-28.7	4.3	-1.1	12.8	21.3	13.9
CC1CCCCN1C(=O)CN1CCC(c2nc3ccc(Cl)cc3[nH]2)CC1 (stereo not drawn)	0.5	-2.0	1.6	32.4	-29.1	5.3	-12.0	-26.0	10.1
CCOc1ccccc1N1CCN(C(=O)c2c(CC)noc2C)CC1	1.5	1.0	1.0	7.4	3.4	-2.3	11.5	5.8	17.2
O=C(NC1C2CC3CC(C2)CC1C3)C1CCCCC1 (stereo not drawn)	-1.4	-2.9	1.1	8.4	11.5	-1.1	15.3	23.3	28.3
CN(C)CCN(C(=O)/C=C/c1cccs1)c1nc2c(F)cc(F)cc2s1	2.2	-0.7	-2.7	69.4*	27.1	-2.9	16.9	27.2	31.1
CC(C)(C)C(=O)Nc1ccc(NC(=O)C(C)(C)C)cc1	1.1	-0.6	2.8	17.4	-1.4	2.2	11.3	-1.8	-5.3
COC(=O)c1nc2cc3c(cc2c(C)c1C(=O)OC)OCO3	-0.9	-1.1	1.6	24.8	6.3	2.7	13.9	10.7	-9.5
COc1ccc(NC(=S)Nc2cccc(C)n2)cc1	-1.0	2.6	1.5	-22.1	24.8	-2.9	16.1	22.8	23.3
Cc1ccccc1N1CCN(CCN2C(=O)CC(=C3c4ccccc4-c4ccccc43)C2=O)CC1	-4.7	-1.1	0.1	1.4	-3.7	1.4	16.6	24.1	20.2
CN(C)S(=O)(=O)c1cccc(NC(=O)COC(=O)COc2ccc(Br)cc2)c1	-5.5	-1.2	-0.1	10.3	8.0	-0.8	-1.0	-3.4	-13.5
CCC(C)NC(=O)c1cn(-c2cccc(OC)c2)c(=O)c2ccccc12 (stereo not drawn)	0.0	-4.6	1.4	27.8	23.2	-5.6	31.9	-1.3	10.1
CCCc1nc2c(c(=O)c3ccccc3n2C)c(=O)n1C1CCCCCC1	-9.3	-2.4	2.9	76.1*	49.4*	32.4*	59.8*	43.1*	64.7*
COc1ccc(NC(=O)CC2C(=O)N(C)C(=S)N2Cc2cccs2)cc1 (stereo not drawn)	-3.9	-1.9	-0.3	-4.2	-1.9	0.0	18.1	21.2	6.9
O=C(Nc1ccc(F)cc1)N(CCCN1CCOCC1)Cc1cc2cc3c(cc2[nH]c1=O)OCO3	-3.3	-4.6	-2.5	17.1	2.9	-0.6	3.4	6.9	2.9
NS(=O)(=O)c1ccc(NC(=S)Nc2nn(Cc3ccc(Cl)cc3Cl)cc2Cl)cc1	-1.7	-3.7	0.2	0.8	5.8	-2.0	26.5	34.0	9.6
COc1ccc(Nc2nc(-c3sc(C)nc3C)cs2)cc1	-9.5	-5.1	3.6	50.4*	24.9	6.2	43.9	2.7	18.5
Cc1c(NC(=O)C(C)OC(=O)c2nc(Cl)ccc2Cl)c(=O)n(-c2ccccc2)n1C (stereo not drawn)	1.1	-5.3	1.2	-1.5	-0.6	-0.4	8.4	-21.1	3.0
Cn1c(NNC(=O)c2c(F)cccc2F)cc(=O)n(C)c1=O	0.6	-2.6	-0.3	16.6	6.6	-3.0	4.2	7.7	14.1
Cc1cc(C)c(C(=O)C2OC(=O)C(C)(C)C(=O)C2(C)C)c(C)c1 (stereo not drawn)	-5.1	-2.1	0.6	-14.0	16.0	-1.7	34.5	35.0	36.7
Cc1cc(Cl)ccc1OCC(=O)NCc1ccncc1	-1.3	-1.0	0.0	7.6	11.0	4.3	12.9	15.9	0.2
CC(C)n1nc(C(=O)Nc2cccc(S(=O)(=O)N3CCOCC3)c2)c2ccccc2c1=O	2.2	4.7	-2.3	16.5	9.2	1.6	17.5	11.6	11.1
CC(NC(=O)c1ccccc1NS(C)(=O)=O)c1ccccc1 (stereo not drawn)	19.7*	-1.7	0.2	9.0	3.9	-3.6	14.0	6.1	10.0
Cc1c(CC(=O)NCCCCCC(=O)O)c(=O)oc2cc3c(cc12)CCC(C)(C)O3	-0.2	-0.4	-0.5	-30.3	-0.9	-5.3	16.2	22.4	10.2
O=C1c2ccccc2C(Nc2ccc(S(=O)(=O)N3CCCCC3)cc2)N1c1ccccn1 (stereo not drawn)	0.3	-3.8	-0.1	-1.7	17.2	-2.4	20.7	31.7	10.9
O=c1nc2scc(-c3ccccc3)n2c2ccccc12	-2.9	1.9	1.5	11.6	14.8	0.6	15.9	16.4	2.9
CCOC(=O)C1=C(N)OC2=C(C(=O)CC(C)(C)C2)C1c1ccccc1OCC#N (stereo not drawn)	-0.5	-0.4	3.7	15.7	11.0	-3.6	30.4	27.5	8.8
COc1ccc2c(c1OC)C(=O)OC2Nc1nc(-c2ccccc2)cs1 (stereo not drawn)	-0.9	-0.9	41.7*	98.5*	17.7	2.0	-0.3	2.3	10.5
COc1ccc(CN2C(=S)NC(C)(C)CC2(C)O)cc1 (stereo not drawn)	-1.9	-0.3	1.1	-5.7	-4.7	0.2	8.8	17.9	10.2
COc1ccc(NS(=O)(=O)c2cccc(C(=O)NNC(=O)c3ccccc3O)c2)cc1	/	-1.4	-2.1	52.8*	-6.2	-4.2	-42.8	3.9	3.6
C/C(=N/NC(=O)c1ccoc1C)c1cccc(NC(=O)C(F)(F)F)c1	1.7	-3.5	2.3	-7.6	1.1	2.3	-6.3	0.5	3.6
COc1cccc(C(=O)COc2cccc(NC(=O)c3ccco3)c2)c1	-5.7	-2.5	15.9	6.8	31.1	0.6	35.0	6.4	11.4
C=CCNC(=O)c1onc(CSc2nc3ccccc3[nH]2)c1C(=O)NCC=C	2.5	-5.0	-1.3	4.1	-8.0	7.7	16.0	6.8	12.8
CCOc1ccc(C(=O)COC(C)=O)cc1	-8.2	4.2	2.0	2.2	4.2	-1.6	11.4	4.7	2.1
COC(=O)c1ccc(CSc2nc(C)nc3c2c(=O)n(C)c(=O)n3C)o1	-4.9	-0.9	-1.7	-7.9	-1.3	2.4	4.9	-2.6	-2.4
COc1ccccc1NS(=O)(=O)c1ccc(C(=O)NCCCN2CCCC2=O)cc1	0.2	-2.3	-1.4	26.4	10.3	-0.6	10.4	1.5	2.4
Cc1sc(NC(=O)CCC(=O)O)c(C(N)=O)c1-c1ccccc1	0.6	-1.8	0.0	23.1	-6.0	-3.8	18.0	-1.1	-5.6
Cc1ccc(S(=O)(=O)n2nc(C)cc2N)cc1	-1.4	-0.9	-2.0	-3.8	4.6	-2.7	2.8	11.1	13.1
C=CCNc1ccc(C(=O)O)cc1	0.3	3.3	-0.3	25.3	2.7	-1.8	3.2	11.0	2.0
COC(=O)c1ccc(CN2CCCC(CCC(=O)NCc3ccc(C)o3)C2)cc1 (stereo not drawn)	-0.2	-2.4	-0.4	15.9	3.5	-1.8	4.1	1.7	-1.6
O=C(COc1ccc2c3c(c(=O)oc2c1)CCCC3)NCc1cccnc1	-1.1	2.6	-2.3	13.6	7.2	-4.9	12.3	1.8	11.6
COc1ccc(S(=O)(=O)N2CCN(C(=O)c3ccccn3)CC2)cc1	0.5	-1.8	1.1	-3.3	4.4	-3.7	15.3	5.9	-9.4
c1ccc(CNc2c3ccccc3nc3ccccc23)cc1	-3.5	0.0	1.5	69.5*	28.9	-1.1	1.3	-44.1	-8.0
O=C(Nc1ccccc1N1CCOCC1)c1csc2c1CCCC2	-3.6	-3.4	0.8	-36.5	1.6	-1.9	36.1	17.0	34.8
CC(=O)c1ccc(OC(=O)CCNC(=O)c2ccccc2)cc1	1.2	-1.3	-2.0	4.2	7.8	-4.1	20.7	2.0	-0.6
O=C(Nc1ccccc1F)C1(c2ccccc2)CC1(Cl)Cl (stereo not drawn)	-4.8	-0.6	-1.4	11.3	-8.2	0.8	27.0	9.8	13.2
CN1CCN(C(=O)c2ccc3c(c2)NC(=O)C(N2CCOCC2)S3)CC1 (stereo not drawn)	0.1	-3.1	-4.1	10.5	-7.8	-3.4	-3.7	0.1	5.3
Cc1ccc(C(=O)C(C)OC(=O)Cn2cnc3c2c(=O)n(C)c(=O)n3C)cc1 (stereo not drawn)	4.4	3.2	1.5	10.7	-3.8	-0.5	18.3	-0.3	9.6
COc1ccc(C(=O)NCc2cc(C)nc3ccccc23)cc1OC	-1.5	-4.8	2.9	3.9	11.2	-3.9	-19.0	3.6	5.2
CCOC(=O)C1CCN(S(=O)(=O)c2ccc3[nH]c4c(c3c2)CCCC4)CC1	-1.6	-4.0	0.0	25.7	20.6	-4.5	43.1	35.4	12.7
COC(=O)Cc1cc(=O)n2[nH]c(C)nc2n1	0.5	-0.4	-1.7	13.5	-3.6	-1.3	-4.6	-3.4	18.9
Cc1ccccc1CC1(CO)CCCN(Cc2c(C)nn(C)c2Cl)C1 (stereo not drawn)	4.6	-3.3	-0.9	-6.8	4.5	-2.3	0.1	12.1	1.3
COc1ccc(N(C(=O)c2ccco2)S(=O)(=O)c2cccs2)cc1	0.7	-2.0	-2.0	43.7	32.6	11.9	22.9	21.1	5.0
CCC(N)C12CC3CC(CC(O)(C3)C1)C2 (stereo not drawn)	0.9	0.0	0.1	7.3	3.4	-4.4	-0.1	-4.0	-5.1
CCCc1ccc(-c2csc(NC(=O)C3=COCCO3)n2)cc1	-10.3	-3.7	3.2	-95.4	15.8	4.8	31.6	12.8	25.0
CCOC(=O)c1ccc2c(c1)sc(=NC(=O)c1ccco1)n2CCOC	-4.4	-0.6	0.2	-14.1	-14.3	-1.7	-6.7	-3.8	19.3
COc1cc(C(=O)NCC(=O)OCn2nnc3ccccc3c2=O)cc(OC)c1OC	-2.6	-1.9	1.0	18.1	10.2	-2.5	8.1	14.7	11.7
Cc1cc(N)ccc1NC(=O)CN1CCCC1	0.0	0.5	0.6	-23.3	2.0	-0.1	0.4	8.4	0.0

# Compound profiles (already shown). Order of screens: NR3A LBD binder | APJ agonist | UPR CHOP act | Mdm2-MdmX inh | TIM10 inh | UPR XBP1 act | tim23-1 inh | tim10-1 inh | NLRP3 yeast inh
# COc1cccc(C(=O)COc2cccc(NC(=O)c3ccco3)c2)c1 is listed with -5.7 | -2.5 | 15.9 | 6.8 | 31.1 | 0.6 | 35.0 | 6.4 | 11.4
# Cc1ccc(C(=O)C(C)OC(=O)Cn2cnc3c2c(=O)n(C)c(=O)n3C)cc1 (stereo not drawn) is listed with 4.4 | 3.2 | 1.5 | 10.7 | -3.8 | -0.5 | 18.3 | -0.3 | 9.6
